ALOX12 inhib – qHTS Assay for Inhibitors of 12-hLO (12-human lipoxygenase). Polyunsaturated fatty acid lipoxygenase ALOX12 (Homo sapiens), P18054. purified 12-hLO, xylenol orange hydroperoxide absorbance. Potency, µM (doses to about 57.1 µM), for inactives: at the top dose activity change, negative = inhibition, usual class: inhibitors. hit rate 0.12% among 150,000. AID 1452, 2008; active means well fitted inhibition curve with a large enough effect; inconclusive means small, poorly fitted or top-dose-only effect; further: potency means the concentration at half of the fitted maximal effect; nearly all actives have a fitted effect of over 55% in size; many of its hits are not listed in these tables
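150 nM 12hLO, 25 mM Hepes pH 7.0 + 0.01% Triton X-100; cpd preinc 15 min RT; 40 uM arachidonic acid, 30 min RT; Fe-XO 30 min; A573/A405 ratio as read-out.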
IMPase inh – qHTS Assay for Identifying the Cell-Membrane Permeable IMPase Inhibitors; Inositol monophosphatase 1 (Rattus norvegicus), P97697; CHO-M1 cells, IP1 accumulation, HTRF TR-FRET ratio; inhibition (IP1 accumulation), % at 46.1 µM; 120,000 tested, under 10 active; active means well fitted curve in the direction sought with a large enough effect in the signal ratio, not every such curve was filed as active; inconclusive means small, poorly fitted or top-dose-only effect, or a change in a side signal; inactive means no such curve, though single readings can be large or run the other way; the % refers to the signal ratio;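 further: cells stimulated with carbachol in lithium chloride buffer; plate controls were DMSO basal wells for no effect and reference inhibitor wells for full effect; higher means more IMPase inhibition seen as more IP1 and lower FRET ratio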
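Measured: the HTRF emission ratio (665/620 nm) plus the 620 nm donor channel, each fitted to the Hill equation to give AC50. Cells were CHO-M1 given compounds up to 46 uM and a 30 min carbachol stimulation at 37C.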
* marks the source's active call; other numbers are inactive results; ? = inconclusive; . = not tested or not shown; & = joins results of further samples. Unless noted, on the % scale 0 is the no-effect control and ±100 the full control effect. Some of the compounds tested; the hit share may differ from the screen's.

SMILES	ALOX12 inhib	IMPase inh
CSc1ccc(CN2CCN(C(=O)COc3ccc(C)cc3)CC2)cc1	.	-1
CSc1ccc(CN2CCN(C(=O)COc3cccc(C)c3)CC2)cc1	.	10
Cn1cc(/C=C/c2nc3ccccc3c(=O)n2-c2ccccc2)c2ccccc21	.	3
COCCN(CCOC)S(=O)(=O)c1ccc(C(=O)Nc2sc3c(c2C(N)=O)CCCC3)cc1	.	?
COc1cccc(NC(=O)Cn2cc(C(=O)c3ccccc3)c3ccccc32)c1	.	0
CC(C)(C)c1ccc(OCC(=O)Nc2ccc(Cl)cc2C(=O)c2ccccc2)cc1	.	-2
Cc1cccc(-n2c(/C=C/c3cn(C)c4ccccc34)nc3ccccc3c2=O)c1	.	-11
COc1cccc(-n2c(/C=C\c3ccc(Cl)cc3)nc3ccccc3c2=O)c1	.	-3
Cc1ccc(C(C)(C)C)c(OCC(=O)Nc2ccc(Cl)cc2C(=O)c2ccccc2)c1	.	-9
Cc1ccc(C(=O)COC(=O)c2cccc(NC(=O)c3ccc(Br)cc3)c2)cc1	.	?

Entries from the list above that contain nitrogen in an aromatic ring:
SMILES	ALOX12 inhib	IMPase inh
Cn1cc(/C=C/c2nc3ccccc3c(=O)n2-c2ccccc2)c2ccccc21	.	3
COc1cccc(NC(=O)Cn2cc(C(=O)c3ccccc3)c3ccccc32)c1	.	0
Cc1cccc(-n2c(/C=C/c3cn(C)c4ccccc34)nc3ccccc3c2=O)c1	.	-11
COc1cccc(-n2c(/C=C\c3ccc(Cl)cc3)nc3ccccc3c2=O)c1	.	-3

(cont.)
SMILES	ALOX12 inhib	IMPase inh
O=c1c2ccccc2nc(/C=C\c2cccc(Br)c2)n1-c1ccc(O)cc1	.	-1
Cc1ccc2c(=O)n(-c3cccc(Cl)c3)c(=O)[nH]c2c1	.	-9
O=C(COc1ccc(Br)cc1)Nc1ccc(Cl)cc1C(=O)c1ccccc1	.	-3
CCCCC/C=C\C/C=C\CCCCCCCC(=O)NCCO	8%&-1%	.
COC(=O)C12CC3=C[C@H](CC3=O)Cc3ccccc3[C@@H]1CNC2=O (stereo partly specified)	2%	.
CC/C=C\C/C=C\C/C=C\C/C=C\C/C=C\CCCC(=O)NCCCC(=O)O	2%	.
CCCCC/C=C\C/C=C\C/C=C\C/C=C\CCCC(N)=O	-1%&3%	.

Fetched by compound from the list above:
SMILES	ALOX12 inhib	IMPase inh
Cn1cc(/C=C/c2nc3ccccc3c(=O)n2-c2ccccc2)c2ccccc21	.	3
COCCN(CCOC)S(=O)(=O)c1ccc(C(=O)Nc2sc3c(c2C(N)=O)CCCC3)cc1	.	?
Cc1ccc(C(=O)COC(=O)c2cccc(NC(=O)c3ccc(Br)cc3)c2)cc1	.	?
CCCCC/C=C\C/C=C\CCCCCCCC(=O)NCCO	8%&-1%	.

Some of the entries so far, as labelled records.
O=C(COc1ccc(Br)cc1)Nc1ccc(Cl)cc1C(=O)c1ccccc1
  ALOX12 inhib: .; IMPase inh: -3
CCCCC/C=C\C/C=C\CCCCCCCC(=O)NCCO
  ALOX12 inhib: 8%&-1%; IMPase inh: .
COC(=O)C12CC3=C[C@H](CC3=O)Cc3ccccc3[C@@H]1CNC2=O (stereo partly specified)
  ALOX12 inhib: 2%; IMPase inh: .
